# AddAB inh: less growth of phage-infected E. coli with AddAB; E. coli expressing H. pylori AddAB, absorbance growth; inhibition, % at 11.9 µM; 330,000 compounds, 0.29% hits; AID 435030; in the data active means inhibition above about 12%;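 further: 0% = vehicle wells of infected cells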
# CAL PDZ FP: inhibitors of human CAL PDZ peptide binding | Q9HD26 | purified CAL PDZ, TMR-peptide fluorescence polarization, 1 h | inhibition, % at 20 µM | 330,000 compounds, 0.02% hits | AID 504414;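 active means highest replicate inhibition of at least 40%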;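 further: plate controls were DMSO neutral control wells for no effect and unlabeled competitor peptide control wells for full effect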
#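 Control set: unlabelled peptide and DMSO controls / Material: purified CerCALP PDZ construct / Timing: 1 h incubation at room temperature before polarization reading / Doses: 20 µM, one dose / Detection: fluorescence polarization (mP)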
# PfHsp90 yeast 2: growth inhibition of yeast expressing Plasmodium Hsp90; S. cerevisiae expressing PfHsp90, BacTiter-Glo ATP, 48 h; yeast lacking PDR1 and PDR3 efflux regulators; inhibition, % at 9.4 µM; 310,000 compounds, 0.32% hits; AID 504621;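 active means every replicate shows inhibition above about 80%, whatever the replicate mean, limit read from the data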;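 further: 0% = DMSO neutral controls and 100% = 20 µM radicicol positive controls; yeast relying on Plasmodium falciparum Hsp90 in place of its own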
# DAGLB inhibitor: diacylglycerol lipase beta (human) inhibition. Q8NCG7. inhibition, % at 5.17 µM. 340,000 compounds, 0.059% hits. HEK293T DAGLB membrane lysate, EnzChek fluorogenic substrate; in the data active means inhibition above about 34%;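 further: 0% = enzyme with vehicle and 100% = wells lacking enzyme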
# Target sequence (Q8NCG7 whole entry, looked up): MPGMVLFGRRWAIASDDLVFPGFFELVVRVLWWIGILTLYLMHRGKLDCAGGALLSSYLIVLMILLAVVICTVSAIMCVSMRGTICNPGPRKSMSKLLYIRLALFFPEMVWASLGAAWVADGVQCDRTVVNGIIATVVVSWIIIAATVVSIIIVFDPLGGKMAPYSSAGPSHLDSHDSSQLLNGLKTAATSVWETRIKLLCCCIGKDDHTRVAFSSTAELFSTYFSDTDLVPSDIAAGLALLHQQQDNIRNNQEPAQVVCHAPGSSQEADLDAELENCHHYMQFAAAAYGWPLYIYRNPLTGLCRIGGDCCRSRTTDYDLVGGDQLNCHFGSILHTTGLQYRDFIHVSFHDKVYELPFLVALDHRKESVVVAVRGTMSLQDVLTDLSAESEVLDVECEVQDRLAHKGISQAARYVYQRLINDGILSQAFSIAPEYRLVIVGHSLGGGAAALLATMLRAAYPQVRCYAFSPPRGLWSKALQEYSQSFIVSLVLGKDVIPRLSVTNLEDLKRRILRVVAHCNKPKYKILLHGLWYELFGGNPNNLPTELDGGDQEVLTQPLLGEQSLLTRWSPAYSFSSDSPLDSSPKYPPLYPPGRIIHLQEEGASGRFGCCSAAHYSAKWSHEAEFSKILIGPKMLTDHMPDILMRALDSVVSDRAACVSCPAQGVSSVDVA
# E coli growth: reduces bacterial viability in AddAB counter-screen. E. coli V3065 growth, OD600 absorbance, 18 h. inhibition, % at 11.9 µM. 330,000 compounds, 0.27% hits. AID 449728;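 active means inhibition above the campaign's mean inhibition across all tested compounds plus 3 SD, cut at about 9.9% in these data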;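 further: uninfected addAB+ strain grown without phage in ampicillin broth; 0% = DMSO wells and 100% = ciprofloxacin 0.95 µg/ml wells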
# PvdQ acylase: blocks Pseudomonas aeruginosa PvdQ acylase activity; purified PvdQ acylase, fluorescence plate reader; inhibition, % at 10 µM; 340,000 compounds, 0.063% hits; AID 488965; in the data active means inhibition above about 30%, passing the limit was not always enough;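 further: 0% = vehicle neutral wells and 100% = reference inhibitor wells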
# Wnt bcat act: Wnt/beta-catenin pathway activation; Wnt/beta-catenin reporter cell assay, activator, plate reader; activation, % at 9.35 µM; 300,000 compounds, 1.2% hits; AID 743398; in the data active means activation above about 30%, passing the limit was not always enough;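 further: 0% = neutral control wells and 100% = positive control wells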
# phage Ecoli inh: E. coli growth loss with phage present; growth absorbance; inhibition, % at 11.9 µM; 360,000 compounds, 0.26% hits; in the data active means inhibition above about 11%
# Rtt109 HAT inh: C. albicans Rtt109 histone acetyltransferase inhibition. purified Rtt109/Vps75, ThioGlo CoA-SH fluorescence, 4 h. inhibition, % at 34.9 µM. 330,000 compounds, 0.16% hits;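 active means inhibition of at least 50% in every replicate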
# Target sequence (Q5AAJ8 whole entry, looked up): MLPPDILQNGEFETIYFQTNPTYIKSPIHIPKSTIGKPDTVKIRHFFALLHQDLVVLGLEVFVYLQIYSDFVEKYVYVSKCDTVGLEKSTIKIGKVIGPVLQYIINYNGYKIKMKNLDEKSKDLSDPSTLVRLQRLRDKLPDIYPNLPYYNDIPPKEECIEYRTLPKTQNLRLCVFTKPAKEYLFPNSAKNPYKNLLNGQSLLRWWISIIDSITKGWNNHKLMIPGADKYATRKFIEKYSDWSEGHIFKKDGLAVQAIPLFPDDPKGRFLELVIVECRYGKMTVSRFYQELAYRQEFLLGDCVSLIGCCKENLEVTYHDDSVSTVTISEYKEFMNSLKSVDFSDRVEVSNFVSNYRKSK
# Tat transport: inhibitors of E. coli Tat protein transport | E. coli MC4100 TorA-mCherry Tat export, fluorescence | inhibition, % at 10 µM | 340,000 compounds, 0.036% hits;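 active means mean replicate inhibition at least 50% and at least half of replicates individually reaching 50%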;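 further: exported cargo escapes ClpAP degradation while cytoplasmic cargo is degraded and loses fluorescence; 0% = median of neutral control wells and 100% = median of NaSCN control wells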
# Numbers without * were called inactive; . = no result given; & = joins results of further samples.
compound,phage Ecoli inh,Wnt bcat act,AddAB inh,Tat transport,E coli growth,PvdQ acylase,DAGLB inhibitor,CAL PDZ FP,PfHsp90 yeast 2,Rtt109 HAT inh
O=C(O)CCc1ccc(S(=O)(=O)Nc2ccccc2C(=O)NCCc2ccccc2)cc1,0.4,20,4.3,-1,2.6,-5,0,-0.5,7,-3
CC(=O)c1cc(C(=O)N2CCc3c([nH]c4ccccc34)C2CC(C)C)[nH]n1 (configuration not stated),4.2,0,-0.7,3,-1.7,-6,0,-0.9,11,4
COc1ccc(N2CCC(CNC(=S)Nc3cc(C)ccc3C)C2)cc1 (configuration not stated),2.9,0,2.0,-9,1.8,-16,4,0.2,-34,5
COc1ccc2nc(NS(=O)(=O)c3ccc(NC(C)=O)cc3)sc2c1,2.0,.,-0.1,-16,1.6,4,3,0.0,-25,5
CCOc1cccc(/C=N/NC(=S)Nc2ccccc2[N+](=O)[O-])c1O,11*,-2,12,-16,8.9,-12,24,-1.7,0,-7
Cc1cc(O)cc(O)c1-c1onc(C(F)(F)F)c1-c1cscn1,2.1,-1,2.6,1,-0.2,-13,-6,.,-41,3
Cc1ccc(S(=O)(=O)NNC(=O)c2cc(C)c(C)cc2N)cc1,1.0,-6,.,0,.,3,0,-0.1,-2,3
CCN(CC1CCCN(CCc2cccc(OC)c2)C1)C(=O)c1ccoc1C (configuration not stated),1.8,0,.,6,.,-17,-1,-2.8,-20,1
CCCN(CCC)CCNC(=O)c1cc2c(-c3ccccc3F)nn(C)c2s1,-1.1,-2,0.6,-10,0.0,-1,1,-8.7,-5,8
COc1ccc(NC(=O)CSc2nnc(Cc3ccccc3)c(=O)n2N)cc1,0.2,-1,2.1,10,3.5,-5,4,-0.5,8,2
COc1ccc(C(=O)Cn2c(NCCO)nc3ccccc32)cc1OC,-0.2,-3,-0.7,-9,-0.7,-4,3,0.3,.,-3
CCOC(=O)Cc1cnc(NC(=O)CSc2nc(N)cc(N)n2)s1,-0.4,-2,1.4,-4,0.5,-11,0,-0.2,3,-1
COc1ccc(NC(=O)COc2ccccc2Cl)cc1S(=O)(=O)N1CCCCC1,2.7,0,.,-3,.,-6,-2,-0.1,17,-2
CC(OC(=O)Cn1cnc2c1c(=O)n(C)c(=O)n2C)C(=O)NC(C)c1ccc(Cl)cc1Cl (configuration not stated),2.7,1,-0.5,0,0.3,-13,2,-1.3,-11,-9
O=C(NN1CCOCC1)c1cnn2c(C(F)F)cc(-c3ccccc3)nc12,3.3,0,1.9,-4,-0.5,-17,0,-3.2,12,9
COc1ccc(CN(C)CC(=O)Nc2cccc(S(=O)(=O)N3CCCC3)c2)cc1F,0.1,-1,-0.5,5,-1.7,-7,2,-2.3,-10,2
CCn1c(CSCc2ccc(F)cc2)nnc1SCC(=O)N1CCN(c2ccccc2)CC1,1.3,.,-1.4,6,0.2,-12,4,-0.9,-26,-5
O=C1CCCN2N=C(SCC(=O)N3N=C(c4ccc(Br)cc4)CC3c3ccc(F)cc3)SC2=N1 (configuration not stated),0.9,-1,0.5,1,0.6,0,3,-1.1,-17,-9
O=[N+]([O-])c1ccccc1S(=O)(=O)Nc1ccc(-c2ccc(N3CCCC3)nn2)cc1,3.7,8,0.2,1,0.8,-8,5,-3.5,.,1
Cc1nn(-c2ccccc2)c2c1/C(=N/O)CC(C)(C)C2,2.5,.,5.2,1,1.3,3,-4,-0.7,-11,6
COc1ccc(N=C2S/C(=C\c3ccc(OC(C)C(=O)O)c(OC)c3)C(=O)N2CCc2c[nH]c3ccccc23)cc1 (configuration not stated),2.8,-10,.,-5,.,-2,6,0.8,12,-1
Cc1noc(C)c1S(=O)(=O)Nc1cccc(C(F)(F)F)c1,5.0,-1,3.5,-2,1.9,-14,1,8.4,-7,-3
Cc1[nH]n(C(N)=S)c(=O)c1C(c1ccccc1)C(C#N)C#N (configuration not stated),0.6,-2,0.7,-1,-1.5,-17,1,-0.6,2,3
CC(=Nc1ccccc1)C1=C(O)C(CC(C)C)NC1=O (configuration not stated),1.9,-1,.,4,.,-4,-2,-0.6,3,9

# Copied from the list:
# AddAB inh result of `Cc1[nH]n(C(N)=S)c(=O)c1C(c1ccccc1)C(C#N)C#N` (configuration not stated) : 0.7
# phage Ecoli inh result of `Cc1noc(C)c1S(=O)(=O)Nc1cccc(C(F)(F)F)c1` : 5.0
# E coli growth result of `O=[N+]([O-])c1ccccc1S(=O)(=O)Nc1ccc(-c2ccc(N3CCCC3)nn2)cc1` : 0.8
# phage Ecoli inh result of `Cc1nn(-c2ccccc2)c2c1/C(=N/O)CC(C)(C)C2` : 2.5

# New compounds follow.
compound,phage Ecoli inh,Wnt bcat act,AddAB inh,Tat transport,E coli growth,PvdQ acylase,DAGLB inhibitor,CAL PDZ FP,PfHsp90 yeast 2,Rtt109 HAT inh
COc1ccc(CCc2nc(C)ccc2O)cc1,1.7&1.7,.,1.0&-1.3,4&11,-0.4&0.8,3&-11,-1&1,0.2&-1.5,11&-6,-3&-12
O=C(NCCC1CCCCN1S(=O)(=O)c1ccccc1)C(=O)NCc1cccnc1 (configuration not stated),6.5,-4,2.1,8,2.7,-8,0,0.2,9,0
O=C(c1ccco1)N(Cc1cccc(Br)c1)C1CCS(=O)(=O)C1 (configuration not stated),1.3,6,-0.9,8,-0.6,-6,1,-2.3,-42,-10
O=C(Nc1ccc(F)cc1)c1oc2ccccc2c1NC(=O)C1CC1,3.1,-2,4.4,-4,0.7,-18,-6,-8.4,-6,-17
O=C(O)c1ccccc1NCc1cccnc1,2.8,-2,1.9,.,1.0,.,.,.,.,.
Cc1ccc(NC(=O)C2CCCC2)c(Br)c1,2.4,2,2.0,-4,1.6,-6,-3,-1.0,-8,-13
CC1CN(S(=O)(=O)c2ccc(NC(=O)CCCN3C(=O)c4ccccc4C3=O)cc2)CC(C)O1 (configuration not stated),.,-1,-0.5,4,0.6,-2,-3,-1.2,.,-7
COc1ccccc1CN(C)C(=O)C1COc2ccccc2O1 (configuration not stated),1.6,39*,2.1,1,1.4,-5,-8,0.2,.,-14

# Overlap with the part before: 2 compounds, then new ones.
compound,phage Ecoli inh,Wnt bcat act,AddAB inh,Tat transport,E coli growth,PvdQ acylase,DAGLB inhibitor,CAL PDZ FP,PfHsp90 yeast 2,Rtt109 HAT inh
CC1CN(S(=O)(=O)c2ccc(NC(=O)CCCN3C(=O)c4ccccc4C3=O)cc2)CC(C)O1 (configuration not stated),.,-1,-0.5,4,0.6,-2,-3,-1.2,.,-7
COc1ccccc1CN(C)C(=O)C1COc2ccccc2O1 (configuration not stated),1.6,39*,2.1,1,1.4,-5,-8,0.2,.,-14
COc1ccc([N+](=O)[O-])cc1NC(=O)C1CCCNC1=O (configuration not stated),1.7,0,0.2,-8,0.6,11,1,-0.5,2,5
CCCN(Cc1nc(-c2ccc(Cl)cc2)no1)CC1CCCO1 (configuration not stated),3.1,0,-0.3,-4,-1.8,-10,-12,-0.9,19,1
O=C(c1ccc(Cl)cc1)C1CCN(C(=S)Nc2ccccc2)CC1,3.9,-2,.,-10,.,8,-1,0.6,-5,8
CNc1nc(-c2ccccc2)cc(C(F)(F)F)c1C#N,3.6,.,2.8,-2,0.5,4,1,-1.7,10,-3
COc1ccc(C)cc1NC(=S)N1CCN(c2ncccn2)CC1,3.0,1,1.1,-4,-0.6,5,-1,-0.1,7,6
COc1ccc2c(CC(=O)Nc3nnc(C4CC4)s3)coc2c1,2.2,.,0.3,-3,-0.7,-2,2,-0.6,-3,-4
CCc1nnc(NC(=O)CSc2nnc(COc3ccccc3C)o2)s1,0.1,-1,-0.9,2,-4.6,-6,1,-0.2,-23,6
CCOc1ccc(S(=O)(=O)NCC(=O)NC2CCCCC2)cc1,4.5,-5,0.9,10,1.2,-8,0,0.4,16,-7
S=C(Nc1ccccc1Cl)N(CCN1CCCCC1)Cc1ccco1,2.5,6,4.0,-10,0.2,-1,0,0.0,4,6
Cc1ccc(N2CCN(/N=C/c3cccs3)CC2)cc1,1.1,5,2.5,11,4.9,4,0,-3.2,5,7
COc1ccc(S(=O)(=O)N2Cc3ccccc3CC2C(=O)Nc2ccc3c(c2)OCO3)cc1 (configuration not stated),2.9,4,0.0,2,1.9,-13,0,-1.6,-44,-4
CCSc1nnc([C@@H](NC(=O)OC(C)(C)C)C(C)C)o1,0.5,5,0.9,1,2.1,-14,1,-0.9,1,-2
O=C(Cc1cccc(F)c1)N1CCCC(CO)(Cc2ccc(F)cc2F)C1 (configuration not stated),1.3,1,4.0,-9,1.9,1,-1,-0.5,-10,6
Cc1cc(-c2n[nH]c(=S)n2/N=C/c2ccc(C)o2)n[nH]1,2.6,2,-0.1,9,-0.7,1,0,-0.3,6,11
CN(CC(=O)Nc1c(Cl)cccc1Cl)C(=O)Cc1ccsc1,2.0,-2,0.2,-9,1.5,-8,0,-2.1,1,-2
CCOc1cc(NC(=S)Nc2ccccc2)c(OCC)cc1NC(=O)c1ccc(OC)cc1,1.0,1,-0.7,1,-1.6,8,-1,0.2,25,3
O=C(CCNC(=O)c1ccco1)Nc1ccc(SC(F)F)cc1,7.0,3,6.5,-9,5.5,-1,-3,-0.4,10,3
O=C(CN1CCN(S(=O)(=O)c2ccccc2)CC1)Nc1ccc(Cl)cn1,2.5,-1,0.5,-3,-2.5,-10,1,-2.1,-10,0
Cc1cc(Oc2nc3ccccn3c(=O)c2/C=C(\C#N)C(=O)NC2CCS(=O)(=O)C2)ccc1Cl (configuration not stated),2.7,-2,3.3,1,-2.3,3,-2,-3.2,-10,-27
COc1cc(Br)cc(/C=N/N(CCO)C2=NS(=O)(=O)c3ccccc32)c1OC,0.2,-4,-0.4,3,1.1,9,0,-4.3,0,5
CCCCCCc1cc2cc(C(=O)OCC)c(=O)oc2cc1O,2.4,7,0.4,-3,0.9,10,1,0.0,-42,-6
COC(=O)C1CCCN1C(C(=O)NC1CCCCC1)c1ccc(Cl)cc1 (configuration not stated),1.0,1,3.0,-13,-0.2,3,-5,-0.6,-6,-7
O=C(NNC(=O)C1CC=CCC1C(=O)O)c1cccs1 (configuration not stated),2.6,0,3.9,-6,0.7,-9,-1,-1.0,-31,.
CC(C)n1c(Nn2cnnc2)nc2ccccc21,2.9,1,-0.4,-1,-2.7,-11,-2,0.3,0,12
Cc1cc(C(=O)N/N=C/c2cccc(OC(=O)c3ccco3)c2)n[nH]1,2.6,12,-1.6,-11,-0.4,-5,1,-0.6,-8,2
Cc1ccc(C)c(N(C(=O)c2csnn2)C(C(=O)NC2CCCCC2)c2cccnc2)c1 (configuration not stated),1.3,-1,5.1,-5,-0.9,-10,-1,-4.1,-6,-4
N#C/C(=N/Nc1ccccc1[N+](=O)[O-])C(N)=S,-0.3,-3,2.2,-8,-2.6,16,15,-0.4,-1,5
CN(C)/C=C(\C(=O)c1ccc(F)cc1F)c1nnnn1-c1ccccc1,1.8,.,0.6,10,0.8,4,3,-2.2,-3,1
CCOC(=O)N1CCN(C(=O)CCS(=O)(=O)c2ccc3c(c2)CCN3C(=O)CC)CC1,1.1,-3,1.9,8,2.1,-7,-2,0.3,6,-4
CN(CCc1ccccc1)C(=O)c1ccc(NC(=O)Cc2ccc(NC(=O)C3CCN(C(=O)C4CC4)CC3)cc2)cc1,4.9,-2,.,-3,.,30,0,0.1,-6,1
CCOC(=O)COn1c2c(c3c4no[n+]([O-])c4ccc31)CCCC2,-0.4,2,2.0,-13,-0.3,-1,2,.,-8,6
